FLuc inh – Firefly luciferase inhibition profiling of diverse chemical library using quantitative high-throughput screening; purified P. pyralis luciferase, luminescence, biochemical; actives 2.5% (n = 76,000); Luciferin 4-monooxygenase (Photinus pyralis), P08659; Potency, µM (titrated, usually from 115 µM), inactives show at the top dose activity change, negative = inhibition, hits mostly inhibitors; also: potency is read from the fitted curve at half-maximal effect; nearly all actives have a fitted effect of over 65% in size
Target sequence (P08659 whole entry, looked up): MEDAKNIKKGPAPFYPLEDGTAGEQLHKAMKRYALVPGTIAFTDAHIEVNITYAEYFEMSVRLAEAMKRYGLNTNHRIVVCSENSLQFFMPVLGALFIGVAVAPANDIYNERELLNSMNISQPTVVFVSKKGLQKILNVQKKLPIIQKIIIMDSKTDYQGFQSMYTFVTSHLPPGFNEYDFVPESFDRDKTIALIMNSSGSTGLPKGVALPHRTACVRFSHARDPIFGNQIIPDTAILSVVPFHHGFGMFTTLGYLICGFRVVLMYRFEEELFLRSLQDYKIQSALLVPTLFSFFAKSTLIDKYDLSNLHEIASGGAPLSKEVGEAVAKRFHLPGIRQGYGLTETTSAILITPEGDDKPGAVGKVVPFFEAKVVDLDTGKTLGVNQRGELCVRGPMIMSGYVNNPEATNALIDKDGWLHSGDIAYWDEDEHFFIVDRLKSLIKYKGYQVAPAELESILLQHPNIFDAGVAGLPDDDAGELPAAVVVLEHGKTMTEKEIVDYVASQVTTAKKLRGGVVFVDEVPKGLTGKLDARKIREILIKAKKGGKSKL
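FLuc 10nM, D-luciferin 10uM, ATP 10uM, Mg acetate 10mM, Tris acetate pH 7.5, Tween/BSA; cpd qHTS; enzyme added last; CCD luminescence.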
IP6K1 inhibitor – Primary qHTS assay for small molecule inhibitors of Inositol hexaphosphate kinase 1 (IP6K1). IP6K1 kinase, ADP-Glo luminescence, 2 h; hits give low values. activity change, % (series mostly up to about 58 µM). actives 0.81% (n = 140,000). AID 1645851, 2021; in the data active = activity change below about -25%
Target sequence (Q92551 whole entry, looked up): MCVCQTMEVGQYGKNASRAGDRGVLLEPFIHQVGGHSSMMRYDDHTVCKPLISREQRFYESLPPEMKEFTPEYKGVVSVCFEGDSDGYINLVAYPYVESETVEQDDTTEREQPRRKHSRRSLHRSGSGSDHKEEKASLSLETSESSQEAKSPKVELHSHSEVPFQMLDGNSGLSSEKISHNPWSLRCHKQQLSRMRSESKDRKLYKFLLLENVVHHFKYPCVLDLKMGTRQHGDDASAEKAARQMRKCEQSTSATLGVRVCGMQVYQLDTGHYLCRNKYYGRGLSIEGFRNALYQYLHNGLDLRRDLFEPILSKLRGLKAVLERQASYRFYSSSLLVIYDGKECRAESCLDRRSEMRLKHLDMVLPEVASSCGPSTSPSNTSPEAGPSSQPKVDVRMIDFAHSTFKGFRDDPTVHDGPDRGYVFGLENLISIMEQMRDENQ
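ADP-Glo luminescence measures ADP made by human IP6K1 during a 2 h RT reaction with ATP/IP6 (mix at 1.3 mM/130 uM); top library doses 57.5 and 19.1 uM final.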
GPT2 inhibitor – Primary qHTS assay for inhibitors of Glutamate pyruvate transaminase 2 (GPT2); Potency, µM (series often up to 57.7 µM), for the others: at the top dose activity change, negative = inhibition, actives largely listed as inhibitors; AID 1671188, 2021; actives 0.25% (n = 100,000); Recombinant GPT2, coupled pyruvate oxidase/HRP Amplex Red fluorescence; Alanine aminotransferase 2 (Homo sapiens), Q8TD30; also: potency is read from the fitted curve at half-maximal effect; nearly all actives have a fitted effect of over 60% in size; many of its hits are not listed in these tables
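Fluorescence read-out: pyruvate from GPT2 turnover coupled to pyruvate oxidase, HRP and Amplex Red (0.2mM ThPP, 0.2U/mL PO and HRP, 50uM Amplex final). Substrates 250uM a-KG, 2mM L-alanine; enzyme 10ng/uL; 30 min RT.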
SNCA viab count – GF-AFC viability counterscreen for inhibitors of alpha-synuclein gene (SNCA) expression. Potency, µM (highest dose often 57.1 µM), inactives show at the top dose activity change, negative = cytotoxicity, most hits filed as cytotoxic. HEK-293-SNCA-luc viability, GF-AFC fluorescence, 24 h. actives 0.12% (n = 150,000). AID 1671193, 2021;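 also: potency is read from the fitted curve at half-maximal effect; 0% = DMSO-treated cells and -100% = medium-only wells without cells; nearly all actives have a fitted effect of over 30% in size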
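Cytotoxicity counterscreen: after 24 h compound treatment of genome-edited SNCA-luciferase HEK-293 cells, live-cell protease substrate GF-AFC read by fluorescence after 30 min; activity scaled between DMSO (0%) and medium-only (-100%), curves Hill-fitted.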
SNCA expr inh – Primary qHTS assay for inhibitors of alpha-synuclein gene (SNCA) expression; HEK-293 SNCA-luciferase knock-in, luminescence, 24 h; Potency, µM (doses to about 57.2 µM), inactives show at the highest dose activity change, negative = inhibition, usual class: inhibitors; actives 0.17% (n = 140,000); AID 1671194, 2021;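 also: potency is read from the fitted curve at half-maximal effect; plate controls were DMSO cells for no effect and cell-free wells for full effect; nearly all actives have a fitted effect of over 45% in size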
3T3 cytotox – Cytotoxic Profiling in NIH 3T3 Cell Line of Diverse Libraries Using Quantitative High-Throughput Screening | NIH 3T3 viability, CellTiter-Glo ATP luminescence, 48-72 h | Potency, µM (highest dose often 96.7 µM), without a hit: top-dose activity change, negative = cytotoxicity, most hits filed as inhibitors | actives 4.3% (n = 94,000) | AID 1345082, 2018; also: potency is read from the fitted curve at half-maximal effect; nearly all actives have a fitted effect of over 55% in size
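First NIH 3T3 cells are plated at 400 cells/well; next compound is pinned in; then plates incubate 48 or 72 hr at 37 °C; finally CellTiter-Glo is added and luminescence read after 10 min.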
HEK293 tox – Cytotoxic Profiling in HEK 293 Cell Line of Diverse Libraries Using Quantitative High-Throughput Screening; HEK 293 viability, ATP luminescence (CellTiter-Glo), 48-72 h; Potency, µM (titrated, usually from 115 µM), without a hit: at the top dose activity change, negative = cytotoxicity, actives largely listed as inhibitors; actives 6.6% (n = 94,000); also: potency is read from the fitted curve at half-maximal effect; nearly all actives have a fitted effect of over 60% in size
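Cytotoxicity was scored by loss of ATP-coupled luminescence (CellTiter-Glo) in HEK 293 cells. Compound treatment ran 48 or 72 hr at 37 degree Celsius, 5% CO2, 95% humidity.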
* hit, by the source's call; i = inactive; ? = inconclusive; · = not tested or not shown; [ ] = dose if it differs, or a comment. Unless noted, calls follow the shape of the dose curve; as a rule, active = well fitted curve in the direction sought with a large enough effect; inconclusive = small, poorly fitted or top-dose-only effect, or another doubt; inactive = no such curve, though single readings can be large; an effect the other way counts as inactive or inconclusive. Unless noted, % is scaled to controls: 0 for no effect and ±100 for the full control effect. Compounds were not picked by outcome. Share with any hit: about 7.7%.

SMILES	FLuc inh	IP6K1 inhibitor	GPT2 inhibitor	SNCA viab count	SNCA expr inh	3T3 cytotox	HEK293 tox
Cc1ccc(NC(=O)c2ccc3c(c2)N(C)C2CCCCCN2C3=O)cc1C (configuration not stated)	?	34	2%	9%[12.5 µM]	97%[activator]	?	45µM*
O=C(Nc1cccc(Cl)c1Cl)c1cc2nc(-c3ccc4c(c3)OCO4)cc(C(F)(F)F)n2n1	·	-2	·	?	24%	·	·
COc1cccc(CNC(=O)c2ccc3c(Cl)c4c(nc3c2)CCCC4)c1	·	-8	·	-4%	28%	·	·
c1cncc(-c2cc(-c3cccc4cc[nH]c34)cn3cncc23)c1	-3%[172 µM]	-15	?	-8%[87.6 µM]	-11%[87.6 µM]	?	?
CN1CCC2(Cc3ccccc3CN(C(=O)c3ccccc3)C2)C1 (configuration not stated)	·	-10	i	1%	-9%	-24%	?
COc1ccc(-c2noc(CCC(=O)NCc3ccc(OC)cc3OC)n2)cc1	·	-12	·	-12%	11%	·	·
Cc1ccc(NC(=O)Cn2c(=O)n(-c3ccc(C)cc3)c(=O)c3ccc(C(=O)NCc4ccccc4Cl)cc32)cc1	·	-6	·	5%	19%	·	·
O=C(CN1CC2CC(C1)[C@H]1CCCC(=O)N1C2)NCc1ccc(Cl)cc1 (some centres not stated)	-10%	5	-21%	5%	11%	-4%	-24%
O=C(Cc1ccc2c(c1)OCO2)N1CCc2c(n(CCOc3ccccc3)n(-c3ccccc3)c2=O)C1	-8%	18	-11%	-7%	-14%	?	?
O=C(NCc1ccc(F)cc1)c1ccc2nnc(C3CCCC3)n2c1	·	-12	i	-7%[87.6 µM]	6%[87.6 µM]	?	?
O=C(c1ccccc1Cl)N1CCC2(CC1)NC(=O)N(Cc1ccc(F)cc1)C2=O	8%	29	i	-4%	?	?	?
Cc1c(C2=CCN(S(=O)(=O)c3ccc(Br)cc3)CC2)c2ccccc2n1CC(=O)N1CCCC1	·	15	·	-19%	10%	·	·
COCCNC(=O)C(NC(=O)c1ccc(OC)cc1)C1CCN(C(=O)c2ccco2)CC1 (configuration not stated)	-12%	1	i	-18%	9%	-10%	-23%
CN1CCN(c2cc(N3CCCC(CN4CCCCC4)C3)nc(N)n2)CC1 (configuration not stated)	2%	0	?	-24%	1%	-16%	5%
COc1ccc(-n2nnc(-c3nsc(NC(=O)c4cccc(C)c4)n3)c2C)cc1OC	·	-8	·	-15%	-17%	·	·
COc1cc(OC)cc(-c2cc3nc(C)c(CCC(=O)NCc4ccccc4)c(C)n3n2)c1	·	20	·	11%	?	·	·
O=C(c1ccoc1)N1CCN(Cc2ccc(=O)n(CC3CC3)c2)CC1	-4%	3	5%	2%	-2%	-3%	-1%
CCCN1CC2(CCN(C(=O)c3ccc(C)nc3)CC2)CC1C(=O)O (configuration not stated)	10%	0	-56%	-8%	2%	-5%	-5%
Cc1ccc(Nc2ccnc(N3CCC(NC(=O)c4ccccc4F)CC3)n2)cc1	·	1	i	-3%	4%	?	50µM*
CCNC(=O)N(C1CC1)C1CCOC2(CCN(C(=O)CCc3cccc(OC)c3)CC2)C1 (configuration not stated)	-2%	-16	3%	7%	-8%	3%	-10%
CCCn1cnnc1C(C)NC(=O)Cc1c(C)[nH]c2c(C)cc(C)cc12 (configuration not stated)	10%	-14	-4%[11.5 µM]	-5%	-7%	-1%	-5%
Cn1c(-n2cccc2)c(-c2c(-c3ccc(F)cc3)[nH]c3c2c(=O)n(C)c(=O)n3C)c(=O)n(C)c1=O	·	-13	·	1%	18%	·	·
COc1cc(C)ccc1OCCSc1nc2ccc(NC(=O)c3ccco3)cc2s1	·	9	·	13%	21%	·	·
CC1(C)[C@H](Cc2cc(CO)on2)C[C@@H]1NC(=O)c1ccco1	-4%[172 µM]	-12	i	1%[87.6 µM]	18%[87.6 µM]	3%[174 µM]	0%[172 µM]
NC(=O)Nc1cc(-c2ccc(CN3CCOCC3)cc2)sc1C(N)=O	·	·	i	-15%	2%	·	·

Additional entries follow:
SMILES	FLuc inh	IP6K1 inhibitor	GPT2 inhibitor	SNCA viab count	SNCA expr inh	3T3 cytotox	HEK293 tox
COc1ccccc1-c1ccc(-c2cn(C(=O)N3CCCCC3Cc3ccccc3)nn2)cc1 (configuration not stated)	·	-18	2%	-1%	·	·	·
O=C(c1ccccn1)N1CCCC2(CNc3ncccc3[S+](=O)([O-])N2)C1 (configuration not stated)	·	12	·	·	·	-3%	-19%
O=C(C1CCC1)N1CCC(c2nc(-c3ccc4nc[nH]c4c3)no2)CC1	0%	-5	0%	6%	-11%	?	?
CCOc1ccc(NC(=O)CSc2nc3ccsc3c(=O)n2C(C)CC)cc1 (configuration not stated)	·	1	·	10%	9%	·	·
COc1ccc(S(=O)(=O)N[C@H](C)c2onc(-c3ccc(F)cc3)c2C(=O)O)cc1	0%[172 µM]	-5	i	9%[87.6 µM]	?	-5%[174 µM]	-12%[172 µM]
O=C(Cn1cncn1)N1CCN(Cc2ccccn2)[C@@H]2CS(=O)(=O)C[C@@H]21	-2%	-5	4%	-4%	-12%	i	i
Cc1nn(C)cc1CN1C[C@@H](CO)[C@H](c2ccccn2)C1	-14%	5	-5%	-3%	25%	-18%	-20%
COc1cccc(S(=O)(=O)N2CC(N(C3CCOCC3)S(C)(=O)=O)C2)c1	9%	1	4%	1%	13%	i	-5%
O=C(O[C@@H]1O[C@H](CO)[C@@H](O)[C@H](O)[C@H]1O)c1ccccc1	·	-4	i	-9%	·	·	·
CC(CNC(=O)C1CCN(C(=O)c2ncn3c2COC(c2ccc(F)cc2)C3)CC1)c1ccccc1 (configuration not stated)	?	-1	i	8%	43%[activator]	-16%	-6%
CCN1C(=O)CCN(Cc2cn(C)c3ccccc23)CC12CCOCC2	·	4	i	3%	-1%	?	79µM*
O=C(Cc1cccc(F)c1)N1CCC2(CCC(=O)N(CC3CC3)CC2)CC1	9%	0	i	9%	-31%	?	?
Oc1ccccc1-c1nc(-c2cccs2)c(-c2cccs2)[nH]1	·	-13	·	-8%	-29%	·	·
COc1ccccc1Nc1ccnc(N2CCN(C(=O)Nc3ccc(Cl)cc3)CC2)n1	·	19	i	-12%	41%[activator]	40µM*	40µM*
COc1ccc(CNC(=O)Cn2ncc3c(=O)oc4ccccc4c32)c(OC)c1	·	15	·	7%	39%	·	·
C=C1C(=O)O[C@@H]2[C@H]1CCC(C)=C(CCC(=O)O)[C@@]2(C)O	·	-2	i	-20%	·	·	·
CCCCC(=O)Nc1ccc(C)cc1NC(=O)COc1cccnc1	1%	16	-4%[11.5 µM]	3%	0%	-9%	i
COCC1CN(C(C)=O)CC12CCN(Cc1cccc(Br)c1)CC2 (configuration not stated)	6%	21	i	-6%	-2%	-18%	79µM*
CCCC1c2nccn2CCCN1C(=O)Cc1c(C)noc1C (configuration not stated)	1%	6	i	-10%	4%	i	3%
Cn1c(CN2CCN3C(=O)NC[C@H]3C2)nc2ccccc21	0%[230 µM]	8	i	0%[87.6 µM]	-14%[87.6 µM]	?	?
COc1cc(C(=O)NC2CCCN(c3cc(-c4ccccc4)[nH]n3)C2)cc(OC)c1OC (configuration not stated)	35µM*	21	?	-14%	39%[activator]	?	?
CNC(=O)[C@@H]1CN(Cc2ccc(OC)c(OC)c2Cl)C[C@H]1CO	1%	21	-7%	-9%	-11%	-19%	-18%
O=C(Cc1ccccc1)N1C[C@@H](CO)[C@@H]2Oc3ccc(Cl)cc3[C@@H]21	·	16	·	·	·	?	79µM*
COc1ccc(NC(=O)C(CC(C)C)NC(=O)C2CCCCC2)cc1 (configuration not stated)	·	-4	·	2%	8%	·	·
COCC(=O)N[C@@H]1CN(C(=O)NCc2ccccc2)CC[C@@H]1c1nc(C)no1	-3%	25	i	-2%	-10%	-5%	-2%

Next section:
SMILES	FLuc inh	IP6K1 inhibitor	GPT2 inhibitor	SNCA viab count	SNCA expr inh	3T3 cytotox	HEK293 tox
CCCOc1cc(C)c2c(c1C)C[C@H]([C@H](C)C(=O)NCCOC)CC2	-1%[172 µM]	-7	i	2%[87.6 µM]	-17%[87.6 µM]	?	-21%[172 µM]
CNC(=O)[C@H]1C[C@]2(CCCCN(CCO)C2=O)N(C(=O)NCc2ccccc2)[C@H]1c1ccccc1	·	-5	·	·	·	?	-11%
O=C(C1CCCCC1)N1CCC2(CC1)NC(=O)N(c1cccc(F)c1)N2	4%	-15	?	-2%	-20%	?	?
CNC(=O)c1noc(CN2CCCC(CCc3ccccc3F)C2)n1 (configuration not stated)	0%	13	-7%	-9%	-12%	-34%	-26%
CNCc1ccncc1	·	-6	?	-10%[87.6 µM]	-18%[87.6 µM]	i	i
CCc1ccc(NC(=O)c2oc3c(c2C)-c2[nH]ncc2CC3)cc1	·	-6	·	-6%	41%[activator]	·	·
CCCCSc1nnc2c(n1)OC(c1ccc(C)s1)Nc1ccccc1-2 (configuration not stated)	·	3	·	5%	56%[activator]	·	·
CCOC(=O)c1nc(N2CCN(c3ccc(F)cc3)CC2)c2c(C)noc2n1	·	-17	·	-8%	-4%	·	·
COc1cccc(CC(=O)N2[C@@H]3CC[C@H]2CC(NC(=O)c2cnc(C)cn2)C3)c1 (some centres not stated)	6%	20	i	-3%	-17%	-16%	-3%
CCCn1c2ccccc2c2cnn(CC(=O)NCCc3ccc(OC)cc3OC)c(=O)c21	·	-13	·	5%	-4%	·	·

From PubChem BioAssay
